ARFGAP1 inhibitor: rat ARFGAP1 inhibition; Q62848; Arfgap1-stimulated ARF1 GTP hydrolysis, GDP FP detection; inhibition, % at 16.5 µM; hit rate 0.26% among 360,000;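 active = inhibition above a per-plate limit, mean inhibition of low control wells plus 3 SD, cut at about 25% in these data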;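 also: 0% = DMSO wells with enzyme and 100% = wells lacking Arfgap1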
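system = rat Arfgap1 catalytic domain, aa 1-136 | technique = FP, GDP Alexa 633 tracer displaced from anti-GDP antibody, 620/688 nm | compound = one concentration, 16.5 µM, DMSO 1.26% | medium = HEPES-based buffer, pH 7.5 | timing = compound-enzyme preincubation 20 min, reaction 120 min, detection 60 min, 25 °C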
Tn7 DDE FP: inhibitors of Tn7 peptide binding to human fibrin DD(E); hit rate 0.13% among 370,000; FP displacement of FITC-Tn7 peptide from fibrin DD(E); 0% = median of compound wells per plate; AID 720508; inhibition, % at 8.3 µM;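 active = inhibition above the mean of compounds falling within the control limits plus 3 SD of them, cut at about 14% in these data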;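 also: 0% = plate median of compound wells and 100% = 10 µM Aha-Tn7 peptide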
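Assay system: Fibrin-DD(E) protein isolated from polymerized human fibrin clots; read-out basis: percent inhibition; medium: Tris/NaCl/CaCl2 buffer, pH 7.8; signal: FP measurement; incubation: 10 min plus 3 h, room temperature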
MBD2 DNA inh: inhibitors of human MBD2 binding to methylated oligonucleotide; inhibition, % at 4.4 µM; AID 686964; TR-FRET; Q9UBB5; hit rate 0.31% among 370,000; in the data active = inhibition above about 13%
PLC-beta3 inh: inhibitors of human phospholipase C beta3. Q01970. Purified PLC-beta3, fluorogenic substrate, fluorescence. inhibition, % at 12.2 µM. hit rate 0.18% among 370,000; in the data active = inhibition above about 11%;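 also: 0% = median of compound wells on plate and 100% = full blocker control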
ASAP1 inh: inhibitors of human ASAP1 ArfGAP activity; ASAP1-stimulated ARF1 GTP hydrolysis, GDP FP detection; inhibition, % at 16.5 µM; hit rate 0.19% among 360,000; AID 624377; in the data active = inhibition above about 25%;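 also: 0% = vehicle with enzyme and substrate and 100% = no enzyme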
Tn6 DDE FP: DD(E)-Tn6 binding inhibition, primary FP screen | Fibrin DD(E) TRITC-Tn6 fluorescence polarization displacement | hit rate 0.21% among 370,000 | inhibition, % at 8.3 µM;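 active = inhibition above a per-campaign cutoff: mean of compounds within control limits plus 3 SD, cut at about 15% in these data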;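 also: 0% = median of all compound wells on the plate and 100% = blocking peptide control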
PLC-gamma1 inh: blocks human PLC-gamma1 enzyme activity; P19174; purified PLC-gamma1, fluorogenic substrate, fluorescence; inhibition, % at 12.2 µM; hit rate 0.84% among 370,000; in the data active = inhibition above about 9.5%
UHRF1 MBD2 ctr: UHRF1 methyl-DNA binding inhibition. Q96T88. UHRF1 binding to methylated oligo, TR-FRET. inhibition, % at 4.4 µM. hit rate 0.75% among 370,000. AID 687016; in the data active = inhibition above about 21%;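 also: UHRF1 SRA domain binding a hemimethylated CpG hairpin DNA probe; 0% = median of test compound wells and 100% = reference inhibitor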
Target sequence (Q96T88 whole entry, looked up, the tested form may be a part): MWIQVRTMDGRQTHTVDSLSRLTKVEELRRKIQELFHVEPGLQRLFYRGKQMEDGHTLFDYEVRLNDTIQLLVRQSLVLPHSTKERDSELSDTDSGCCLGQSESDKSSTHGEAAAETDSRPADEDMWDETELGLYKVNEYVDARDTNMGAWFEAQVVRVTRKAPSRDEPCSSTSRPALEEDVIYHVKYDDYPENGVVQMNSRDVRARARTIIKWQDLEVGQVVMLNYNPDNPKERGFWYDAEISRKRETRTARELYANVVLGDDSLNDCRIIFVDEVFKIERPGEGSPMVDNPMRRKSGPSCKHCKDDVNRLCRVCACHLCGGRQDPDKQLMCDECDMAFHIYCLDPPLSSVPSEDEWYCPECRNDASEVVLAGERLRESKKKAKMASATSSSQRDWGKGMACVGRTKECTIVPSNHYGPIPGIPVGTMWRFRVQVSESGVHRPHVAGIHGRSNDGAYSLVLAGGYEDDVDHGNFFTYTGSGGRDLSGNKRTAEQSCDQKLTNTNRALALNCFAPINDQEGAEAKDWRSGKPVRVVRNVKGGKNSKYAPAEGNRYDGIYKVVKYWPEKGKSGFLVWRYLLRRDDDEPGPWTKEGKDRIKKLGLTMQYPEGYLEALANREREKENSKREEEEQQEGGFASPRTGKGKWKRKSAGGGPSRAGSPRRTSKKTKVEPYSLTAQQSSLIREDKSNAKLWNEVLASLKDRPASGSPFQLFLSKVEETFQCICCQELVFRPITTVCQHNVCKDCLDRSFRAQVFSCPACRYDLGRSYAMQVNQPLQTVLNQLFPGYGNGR
ADAM17 inh: inhibitors of human ADAM17; hit rate 0.83% among 370,000; recombinant ADAM17, EDANS/DABCYL FRET peptide cleavage; inhibition, % at 6.95 µM; AID 720648; P78536;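 active = inhibition above the mean of compounds lying between control limits plus 3 SD, set per campaign, cut at about 8.5% in these data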;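 also: 0% = DMSO-only wells as the low control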
proKLK7 act: proKLK7 (human) activation, primary screen. purified proKLK7, EDANS-DABCYL substrate fluorescence; 100% is mature enzyme control, 0% vehicle. hit rate 0.9% among 370,000. P49862. activation, % at 7 µM;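 active = activation above the mean of all tested compounds plus 3 SD, computed per campaign excluding outliers beyond control limits, cut at about 13% in these data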
Target sequence (P49862 whole entry, looked up): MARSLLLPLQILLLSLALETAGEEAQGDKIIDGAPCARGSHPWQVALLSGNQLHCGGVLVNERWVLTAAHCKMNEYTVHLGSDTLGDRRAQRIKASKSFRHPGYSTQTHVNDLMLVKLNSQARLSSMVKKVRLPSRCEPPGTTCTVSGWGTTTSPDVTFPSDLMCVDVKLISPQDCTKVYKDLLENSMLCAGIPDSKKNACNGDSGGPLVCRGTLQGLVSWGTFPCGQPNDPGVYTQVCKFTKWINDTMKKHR
Numbers without * were called inactive; nt = not tested or not shown.

The opening 4 entries (preview)
| ARFGAP1 inhibitor | Tn7 DDE FP | MBD2 DNA inh | PLC-beta3 inh | ASAP1 inh | Tn6 DDE FP | PLC-gamma1 inh | UHRF1 MBD2 ctr | ADAM17 inh | proKLK7 act | mol |
| --- | --- | --- | --- | --- | --- | --- | --- | --- | --- | --- |
| -9 | 5 | 7 | -9 | 2 | -5 | 0 | 2 | -4 | 0.1 | CCOC(=O)C1CCN(Cc2ccc(OCc3ccccc3)cc2)CC1 |
| 9 | 0 | 4 | 4 | -2 | 4 | -3 | 0 | -1 | -0.2 | Cc1ccc(C(=O)NC2CCCCN(C)C2=O)c(C)c1 (configuration not stated) |
| -4 | 0 | 2 | 3 | -5 | 0 | -2 | -2 | -2 | -0.3 | CC1CCCN(C(=O)c2ccc(S(=O)(=O)N3CCC(c4nc5ccccc5s4)CC3)cc2)C1 (configuration not stated) |
| 11 | -8 | -6 | 7 | 7 | 3 | 2 | -1 | 3 | 0.6 | O=C(NCCN1CCOCC1)c1ccc2c(c1)N(Cc1ccc(F)cc1)C(=O)CS2 |

This part in full, from the start:
| ARFGAP1 inhibitor | Tn7 DDE FP | MBD2 DNA inh | PLC-beta3 inh | ASAP1 inh | Tn6 DDE FP | PLC-gamma1 inh | UHRF1 MBD2 ctr | ADAM17 inh | proKLK7 act | mol |
| --- | --- | --- | --- | --- | --- | --- | --- | --- | --- | --- |
| -9 | 5 | 7 | -9 | 2 | -5 | 0 | 2 | -4 | 0.1 | CCOC(=O)C1CCN(Cc2ccc(OCc3ccccc3)cc2)CC1 |
| 9 | 0 | 4 | 4 | -2 | 4 | -3 | 0 | -1 | -0.2 | Cc1ccc(C(=O)NC2CCCCN(C)C2=O)c(C)c1 (configuration not stated) |
| -4 | 0 | 2 | 3 | -5 | 0 | -2 | -2 | -2 | -0.3 | CC1CCCN(C(=O)c2ccc(S(=O)(=O)N3CCC(c4nc5ccccc5s4)CC3)cc2)C1 (configuration not stated) |
| 11 | -8 | -6 | 7 | 7 | 3 | 2 | -1 | 3 | 0.6 | O=C(NCCN1CCOCC1)c1ccc2c(c1)N(Cc1ccc(F)cc1)C(=O)CS2 |
| 2 | -3 | 2 | -3 | 4 | 5 | 3 | 2 | 0 | -0.1 | O=C(NCCCNC(=O)c1c(Cl)cccc1Cl)c1c(Cl)cccc1Cl |
| 4 | -12 | -2 | -3 | -13 | -1 | 2 | 56* | 4 | -0.1 | O=C(CCC(=O)c1ccc(Cl)cc1)OCn1nnc2ccccc2c1=O |
| -6 | 7 | 0 | -9 | 4 | 7 | -8 | 2 | -3 | -0.3 | COC(=O)C1=C(C(=O)c2ccccc2)C(c2cccs2)n2nnnc2N1 (configuration not stated) |
| -2 | -4 | -2 | -2 | -11 | -1 | 1 | 1 | -2 | -0.2 | C[C@H]1CN(C2CCCCC2)C(=O)[C@@H]1CC(=O)NCc1ccccc1 |
| 2 | 7 | 2 | 4 | -20 | -3 | 7 | 3 | 2 | -0.2 | O=C(NNC(=O)c1ccc([N+](=O)[O-])cc1Cl)c1ccncc1 |
| -3 | -2 | -5 | -3 | -8 | -5 | 1 | 1 | 1 | -0.2 | COc1ccc(OCCOC(=O)Nc2ccccc2)cc1 |
| -3 | 1 | -3 | 0 | -2 | -4 | -2 | 2 | 0 | 0.0 | C[C@H]1CN([C@@H](C)CO)C(=O)c2cc(NC(=O)Cc3ccccc3)ccc2O[C@H]1CN(C)Cc1ccccc1 |
| 6 | 0 | 1 | 1 | 1 | 2 | 1 | 0 | -1 | 0.0 | CCN(CC)C(=O)C(=O)N/N=C/c1cccc(Br)c1 |
| 12 | 3 | -1 | -161 | 15 | -15 | -131 | 1 | -58 | 0.7 | Clc1ccc(-c2ncc3ccccn23)cc1 |
| 4 | -4 | -3 | 4 | 8 | -6 | 4 | -1 | -3 | -0.2 | C=CCN1C(=O)c2n[nH]c(COC)c2C1c1ccc(Br)cc1 (configuration not stated) |
| 2 | -2 | 0 | -1 | 16 | 1 | 3 | -1 | 5 | 0.8 | CC(C)[C@H](NC(=O)c1cccc(S(=O)(=O)N2CCOCC2)c1)C(=O)OCC(=O)Nc1cccc(Br)c1 |
| -2 | -2 | -2 | -4 | -1 | 1 | 4 | -1 | 1 | -1.1 | O=C(O)c1ccc(N/N=C/c2ccncc2)cc1 |
| 6 | 1 | -1 | -7 | 0 | -10 | 1 | 4 | -1 | 0.0 | c1ccc(-c2noc(-c3ccno3)n2)nc1 |
| 3 | -2 | 0 | -4 | -5 | 2 | 3 | 1 | -7 | 0.2 | CC(=O)c1ccc(OCC(O)CN2CCc3ccccc3C2)cc1 (configuration not stated) |
| -1 | 4 | 0 | 2 | 11 | 5 | 2 | 2 | 3 | 0.3 | O=C(CSc1ccc([N+](=O)[O-])cn1)Nc1ccc2c(c1)OCCO2 |
| nt | -1 | -2 | 2 | nt | -11 | 4 | -2 | -2 | 0.0 | C[C@@H]1NC(=O)[C@H]2C[C@@]3(c4ccccc4)c4ccccc4N[C@H]3N2C1=O |
| -1 | 3 | 3 | -1 | 10 | 15* | -2 | 0 | -5 | 0.0 | Fc1ccccc1-c1nnc2c3ccccc3nc(N3CCOCC3)n12 |
| -5 | 7 | -6 | 3 | -1 | 0 | 2 | -3 | 1 | -0.1 | COc1ccccc1NC(=O)CSc1nnc(C)o1 |
| -1 | -1 | -3 | -6 | -1 | -3 | 1 | 1 | 1 | 0.3 | CNC(=O)COc1coc(CN2CCN(c3ccccc3F)CC2)cc1=O |
| 8 | 0 | 1 | -1 | 9 | 9 | 3 | 0 | -7 | 0.6 | COC(=O)Cn1cnc2c(Cl)nc(F)nc21 |
| 6 | 1 | 1 | -145 | -19 | 0 | -103 | 23* | -16 | 0.6 | Cc1cc(/C=C(/C#N)c2nc3ccccc3[nH]2)c(C)n1-c1cc(C(=O)O)cc(C(=O)O)c1 |
| 1 | 1 | -2 | -10 | -1 | 5 | 0 | -2 | -3 | 0.0 | Cc1ccc(S(=O)(=O)N(C)C)cc1NC(=O)COC(=O)CNC(=O)c1cccs1 |
| nt | -1 | -1 | -57 | nt | -5 | -49 | -5 | -10 | -0.8 | FC(F)(F)Oc1cccc(Cn2ccc3ccc(-c4ccc5ccn(Cc6cccc(OC(F)(F)F)c6)c5c4)cc32)c1 |
| 4 | 5 | 4 | -10 | 0 | 4 | 1 | 2 | 2 | -0.7 | CCOc1cccc(-c2c(C(=O)N/N=C(\C)c3ccncc3)nnn2-c2nonc2N)c1 |
| -6 | 7 | -3 | -1 | 10 | 1 | 1 | 5 | 3 | 0.2 | CCCCOc1ccc(C(=O)OCC(=O)N2CCOCC2)cc1 |
| -2 | 4 | 1 | -4 | -18 | 7 | 0 | -2 | -3 | 0.1 | CCn1nc(C)c(/C=N/NC(=O)Cn2nnc(N)n2)c1C |
| 9 | 3 | 2 | 1 | -5 | -3 | 8 | 3 | -1 | -1.2 | O=C1C2C(C(=O)N1/N=C/c1cccc([N+](=O)[O-])c1)C1C=CC2C12CC2 (configuration not stated) |
| 4 | -3 | 6 | -1 | 13 | 0 | 1 | -1 | -2 | -1.0 | Cc1cc(-c2ccc([N+](=O)[O-])cc2)nc2ccccc12 |
| 16 | -4 | 9 | -61 | 5 | -6 | -34 | 2 | -4 | -1.5 | Cc1ccnc(NC(=O)c2cc3cc(F)ccc3s2)c1 |
| -6 | -6 | -1 | -59 | 8 | -11 | -40 | -3 | -28 | 0.2 | CCc1nnc(NS(=O)(=O)c2ccc(NC(=O)/C=C/c3ccc(OC)cc3OC)cc2)s1 |
| -6 | 9 | -3 | -7 | -14 | 12 | -2 | -4 | -2 | -0.2 | O=C1/C(=C/c2cccc(F)c2)SC(=S)N1NS(=O)(=O)c1ccccc1 |
| 2 | 4 | -8 | -6 | 5 | 1 | 1 | -2 | 0 | -0.2 | COc1ccc(OC)c(S(=O)(=O)Nc2cc(C)on2)c1 |
| 6 | -3 | 4 | -82 | 3 | 8 | -56 | 3 | -8 | -2.7 | O=C(c1cnn2c(C(F)(F)F)cc(-c3ccccc3)nc12)N1CCCCC1c1cccnc1 (configuration not stated) |
| 1 | 0 | 0 | 2 | -2 | -8 | 4 | 7 | -2 | 0.2 | COc1ccc(NC(=O)Nc2ccccc2SC)cc1 |
| 2 | -5 | 1 | 1 | 0 | -5 | 6 | 1 | 0 | -0.2 | Cc1cc(NS(=O)(=O)c2ccc(NC(=O)CN3C(=O)c4ccccc4C3=O)cc2)nc(C)n1 |
| -2 | 1 | 3 | -303 | -1 | -5 | -217 | 4 | -91 | -12 | CCC(C)[C@H](NC(=O)OC(C)(C)C)C(=O)N/N=C/C1=Cc2ccccc2OC1 (some centres not stated) |
| -1 | 5 | -5 | -5 | -2 | -1 | -1 | 3 | -1 | 0.4 | CC(=O)Nc1cccc(OCCCNC(=O)c2ccc(C(C)(C)C)cc2)c1 |
| 9 | 3 | -2 | -1 | -2 | 6 | 0 | 8 | 1 | -0.9 | CC1CCC(NC(=O)C2CCC(CNS(=O)(=O)c3ccc4c(c3)C(C)(C)C(=O)N4C)CC2)CC1 (configuration not stated) |
| 11 | -5 | 5 | -16 | -3 | -10 | -12 | 3 | -3 | 0.2 | CCn1cc(C2Nc3ccccc3C(=O)N2O)c(C)n1 (configuration not stated) |
| -1 | 7 | 6 | -9 | -12 | 1 | -3 | 1 | -8 | 0.8 | COc1ccc(F)cc1C(=O)COC(=O)c1n[nH]c(=O)c2ccccc12 |
| -8 | -3 | 0 | -6 | 2 | -3 | -10 | -2 | 0 | 0.1 | COc1cc(/C=N/NC(=O)c2cccc(NC(=O)c3ccccc3Cl)c2)ccc1O |
| -5 | 3 | -1 | 1 | 4 | -6 | 1 | 7 | -2 | -0.3 | CC(=O)NC1C(Oc2ccc(C=O)cc2)OC(COC(C)=O)C(OC(C)=O)C1OC(C)=O (configuration not stated) |
| 5 | 1 | -6 | -2 | 0 | 3 | 2 | -2 | 0 | 0.9 | CCOC(=O)Cn1c2ccccc2c2nc(C)sc21 |
| nt | -1 | 3 | -1 | nt | -5 | -3 | -1 | -2 | -0.2 | COC(=O)[C@@H](C)NC(=O)C(Cc1ccc2c(c1)OCO2)NC(C)=O (some centres not stated) |
| 7 | 4 | 4 | 1 | -11 | 2 | 1 | 1 | -2 | 0.1 | O=C(NC1CCCCCC1)c1ccc(CN2CCOCC2)cc1 |
| 15 | -6 | -3 | -14 | -2 | 2 | -4 | 1 | 3 | -0.3 | O=C(NC1CCCc2c1cnn2-c1ccccc1F)c1ccccc1N1CCOCC1 (configuration not stated) |
| 11 | 2 | 0 | 3 | 3 | 4 | 1 | -1 | 0 | -0.1 | Cc1c(N(C)S(=O)(=O)c2cc(C(=O)NCC3CCCO3)ccc2Cl)c(=O)n(-c2ccccc2)n1C (configuration not stated) |
| 1 | -3 | -6 | 0 | -9 | -3 | 3 | 1 | 1 | -0.5 | CCOc1ccccc1Oc1coc2cc(OCC(=O)O)ccc2c1=O |
| -3 | 3 | -3 | -1 | 0 | -1 | -1 | 2 | -3 | -0.6 | COc1ccc(S(=O)(=O)N2CCCCCC2)cc1N |

Rows were taken by chance. About 4.1% of those tested had a hit in this group.
